Bioassay records (PubChem)
ATXN2 expr inh = ATXN2 expression inhibition | HEK-293 ATXN2-luciferase reporter, luminescence, 24 h | Potency, µM (highest dose often 57 µM), without a hit: at the top dose activity change, negative = inhibition, most hits filed as inhibitors | 0.72% of 360,000 active | AID 1745845; further: potency means the concentration at half of the fitted maximal effect; on the % scale 0 is the no-effect control and ±100 the full control effect; nearly all actives have a fitted effect of over 55% in size
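ATXN2-luciferase reporter cells (luciferase flanked by upstream and downstream ATXN2 gene portions) were treated 24 h at 37 °C with compounds at up to 57 uM. SteadyGlo luminescence gave expression; GF-AFC fluorescence gave viability.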
KB-V1 cytotox = kills drug-selected multidrug resistant KB-V1 cells. KB-V1 MDR cells viability, CellTiter-Glo, 72 h. Potency, µM (doses to about 46.1 µM), for inactives: top-dose activity change, negative = cytotoxicity, hits mostly cytotoxic. 3.4% of 400,000 active; further: potency means the concentration at half of the fitted maximal effect; on the % scale 0 is the no-effect control and ±100 the full control effect; nearly all actives have a fitted effect of over 60% in size
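Following 72 h at 37 degrees C with compound, KB-V1 cell viability was read by CellTiter-Glo luminescence, medium being phenol-red-free DMEM plus 10% FBS; concentration-response parameters came from normalized, curve-fitted qHTS data.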
MCF10A rereplic = induces DNA re-replication in MCF 10a normal breast cells. MCF 10A DNA re-replication, Hoechst nuclear intensity, 48 h. Potency, µM (doses to about 46.1 µM), inactives show top-dose activity, positive = re-replication, usual class: activators. 2.9% of 350,000 active. AID 624296; further: potency means the concentration at half of the fitted maximal effect; % of control where 0% means no effect; nearly all actives have a fitted effect of over 50% in size
S2 tox = viability counter-screen for ATXN expression inhibitors | AID 651635 | 0.49% of 400,000 active | Potency, µM (titrated, usually from 56.7 µM), actives largely listed as cytotoxic | S2 cells (HEK-293 line with an ATXN2-luciferase reporter) viability, CellTiter-Fluor protease fluorescence, 24 h; further: potency means the concentration at half of the fitted maximal effect; nearly all actives have a fitted effect of over 40% in size
HT1080-NT tox = kills 2HG-producing HT-1080-NT fibrosarcoma cells | HT-1080-NT fibrosarcoma viability, CellTiter-Glo ATP luminescence, 48 h | 1.6% of 360,000 active | AID 686970 | Potency, µM (titrated, usually from 46.1 µM), without a hit: at the highest dose activity, negative = less viability, actives largely listed as cytotoxic;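 further: NT is the 2HG producing partner of a matched IDH1 knockdown line; potency means the concentration at half of the fitted maximal effect; 0% = DMSO-treated cells and -100% = media-only wells without cells; nearly all actives have a fitted effect of over 55% in size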
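Viability of the 2HG-overproducing fibrosarcoma line after 48 hours of compound exposure at 37 degrees C was determined by luminescence with CellTiter-Glo, and concentration-effect curves were then fitted and categorized.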
KB-3-1 tox = kills parental KB-3-1 adenocarcinoma cells. Potency, µM (top dose mostly 46.1 µM), for inactives: at the top dose activity change, negative = cytotoxic, most hits filed as cytotoxic. 1.4% of 400,000 active. KB-3-1 viability, CellTiter-Glo ATP luminescence, 72 h; further: potency means the concentration at half of the fitted maximal effect; on the % scale 0 is the no-effect control and ±100 the full control effect; nearly all actives have a fitted effect of over 60% in size
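Cytotoxicity in the drug-sensitive parental line KB-3-1 was scored as loss of CellTiter-Glo luminescence following 72 h incubation with compound. Values come from curve fitting of normalized concentration-response data.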
SW480 rerep = inducers of DNA re-replication in SW480 colon cancer cells; SW480 DNA re-replication, Hoechst DNA content imaging, 48 h; Potency, µM (titrated, usually from 46.1 µM), for inactives: at the top dose re-replication activation, usual class: activators; 1.8% of 340,000 active; AID 624297; further: potency means the concentration at half of the fitted maximal effect; % of control where 0% means no effect; nearly all actives have a fitted effect of over 55% in size
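Readout is total intensity of Hoechst-stained nuclei, excited at 405 nm and collected at 500-530 nm. Compound treatment lasted 48 hr at 37 C in 5% CO2 before staining.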
HT1080 IDH1KD tx = toxicity to HT-1080 IDH1 knockdown cells (counter line). HT-1080 IDH1 knockdown viability, ATP luminescence, 48 h. Potency, µM (top dose mostly 46.1 µM), inactives show top-dose activity, negative = toxicity, hits mostly cytotoxic. 2% of 360,000 active;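 further: potency means the concentration at half of the fitted maximal effect; 0% = DMSO wells and -100% = cell-free medium wells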
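Using the IDH1-knockdown HT-1080 line run in the same batch and compound series as the NT line, viability after 48 h at 37 °C was determined by CellTiter-Glo luminescence and expressed as % activity.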
IL1B secr inh = inhibitors of inflammasome signaling (IL-1 beta secretion). THP-1 LPS/ATP IL-1B secretion, AlphaLISA, 16 h; stronger effect = lower value. activity change, % at 57.5 µM. 4.7% of 360,000 active; in the data active means activity change below about -50%; inconclusive means mostly about -30% to -49%; further: on the % scale 0 is the no-effect control and ±100 the full control effect
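THP-1 cells pretreated 1 hr with compounds (up to 57.5 uM final), then stimulated with LPS (250 ng/mL final) plus ATP (1.25 mM final); secreted IL-1B measured by AlphaLISA after 16 hr, decreased signal indicating inhibition.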
An asterisk follows results filed as active; i = inactive; ? = inconclusive; · = no result given; & = joins results of further samples; [ ] = another dose, or the depositor's remark. Unless noted, the call rests on the fitted dose curve; in most records, active means well fitted curve in the direction sought with a large enough effect; inconclusive means small, poorly fitted or top-dose-only effect, or another doubt; inactive means no such curve, though single readings can be large; an effect the other way counts as inactive or inconclusive.

SMILES	ATXN2 expr inh	KB-V1 cytotox	MCF10A rereplic	S2 tox	HT1080-NT tox	KB-3-1 tox	SW480 rerep	HT1080 IDH1KD tx	IL1B secr inh
CC(=O)c1c(C)[nH]c(C(=O)OCC(=O)N2CCN(S(=O)(=O)c3ccc(C)cc3C)CC2)c1C	-22%	?	4%	i	-6%	-23%	1%	-24%	8
O=C(NC1CCCC1)C(c1cccnc1)N(C(=O)c1ccco1)c1ccc(F)cc1 (centres undefined)	15%	-6%	2%	i	2%	0%	-4%	13%	-1
CC(C(=O)N(C)Cc1ccccc1)N1CCN(C/C=C/c2ccccc2)CC1 (centres undefined)	-19%	?	1%	i	-3%	3%	-3%	11%	-10
N#Cc1ccc(NC(=O)Cn2c3[n+](c4ccc(C(F)(F)F)cc42)CCCCC3)cc1	-6%	1%	-12%	i	9%	5%	3%	4%	11
Cc1cc(C)c(C(N)=O)c(NC(=O)Nc2ccccc2)n1	-10%	-5%	5%	i	2%	6%	-3%	10%	-7
O=C(COC(=O)C1CCCCC1)Nc1ccccc1OC(F)F	-3%	-1%	?	i	3%	-6%	?	2%	11
CCCCNC(=O)CCN1N=C(c2ccccc2)CCC1=O	·	11%	-1%	·	7%	-9%	16%	24%	-8
O=C(NNC(=O)c1cccs1)c1csc(N2CCOCC2)n1	10%	3%	0%	i	-1%	-11%	-4%	1%	13
Cn1c(SCC(=O)Nc2ccccc2)nc2ccccc2c1=O	-16%	?	?	i	-18%	?	3%	-17%	?
CCCC(=O)Nc1cccc(C(=O)Nc2nccs2)c1	-26%	-7%	-3%	i	9%	18%	-11%	2%	?
CCCCn1c(CN2CCN(c3ccccc3)CC2)nc2c1c(=O)n(C)c(=O)n2C	?	-23%	3%	?	-12%	?	5%	-14%	62
O=C1CSC(c2cccc(F)c2)N1c1c(F)cccc1F (centres undefined)	-5%	9%	0%	i	7%	1%	2%	-4%	38

Overlap with the part before: 2 compounds, then new ones.
SMILES	ATXN2 expr inh	KB-V1 cytotox	MCF10A rereplic	S2 tox	HT1080-NT tox	KB-3-1 tox	SW480 rerep	HT1080 IDH1KD tx	IL1B secr inh
CCCCn1c(CN2CCN(c3ccccc3)CC2)nc2c1c(=O)n(C)c(=O)n2C	?	-23%	3%	?	-12%	?	5%	-14%	62
O=C1CSC(c2cccc(F)c2)N1c1c(F)cccc1F (centres undefined)	-5%	9%	0%	i	7%	1%	2%	-4%	38
CCCn1c(SCC(=O)NC2CCCc3ccccc32)n[nH]c1=O (centres undefined)	-14%	?	-8%	?	5%	1%	-3%	7%	36
CC[C@]1(c2ccccc2C)ON(c2ccccc2C(F)(F)F)C1=O	8%	-13%	30%	i	3%	2%	0%	-6%	-2
COc1ccc(NS(=O)(=O)c2ccc(O)c(C(=O)OCC(=O)Nc3ccc4c(c3)OCCO4)c2)cc1	9%	21%	?	i	12%	12%	-1%	14%	28
O=C(N/N=C/c1ccc(OCc2ccccc2)cc1)c1ccco1	20%	?	-4%	i	-22%	10%	-4%	1%	24
S=C(NCCCN1CCN(CCCNC(=S)NC2CCCCC2)CC1)NC1CCCCC1	?	?	?	?	?	1%	?	?	-15
CCOC(=O)c1cc(NC(=O)N(C(C)C)C2CCCCC2)c(C)nc1C	3%	-11%	5%	?	-7%	-19%	22%	-1%	13
CNC(=S)N/N=C(\C)c1cccc([N+](=O)[O-])c1	-20%	13%	2%	i	-1%	-2%	-3%	25%	-16
CSc1ccc(Cl)c(C(=O)NCC(C)C)c1	3%	8%	-10%	i	7%	6%	-4%	20%	0
CCC/C=C1/CCCOC(C(=O)NCCN2CCOCC2)(C(F)(F)F)C1 (centres undefined)	8%	-1%	27%	i	7%	17%	1%	8%	21
O=S(=O)(Nc1ccccc1)c1ccc(NS(=O)(=O)c2c(F)cccc2F)cc1	-6%	0%	20%	i	-26%	-11%	-4%	-9%	18
CCOc1ccc(-c2cc(C(=O)N/N=C(\C)c3cccnc3)c3ccccc3n2)c(OCC)c1	44%[activator]	5%	?	i	-22%	-23%	23%	?	24
Cc1cc(C(=O)COC(=O)c2ccccc2O)c(C)n1CC1CCCO1 (centres undefined)	0.35µM*	?	12%	i	-3%[9.24 µM]	-15%	-15%	?	-7

New compounds follow.
SMILES	ATXN2 expr inh	KB-V1 cytotox	MCF10A rereplic	S2 tox	HT1080-NT tox	KB-3-1 tox	SW480 rerep	HT1080 IDH1KD tx	IL1B secr inh
O=C(CN(C(=O)C1CSC(=O)C1)c1ccccc1F)NCc1ccc2c(c1)OCO2 (centres undefined)	-4%	-7%	-3%	i	16%	3%	-5%	1%	-6
CCC[C@@H](CN1CCC[C@H]1CN1C(N)=NC[C@@H]1Cc1ccccc1)N1C[C@@H]([C@H](C)CC)N(CCc2ccc(Cl)c(Cl)c2)C1=N	-12%	10%	-1%	i	-14%	-2%	1%	-3%	?
Cc1cccc(CN2CCN(C3CN(Cc4ccc(F)cc4)S(=O)(=O)C3)CC2)c1 (centres undefined)	7%	-13%	·	i	1%	0%	·	0%	-27
COC(=O)c1ccc(NC(=O)CCS(=O)(=O)c2ccc(Br)cc2)cc1	·	-18%&-2%	-4%	i	-3%	-17%&5%	3%	1%	94
Cc1c(NS(=O)(=O)c2cccc(C(=O)Nc3ccccc3)c2)c(=O)n(-c2ccccc2)n1C	-5%	13%	-2%	i	-3%[9.24 µM]	-6%	-17%	-2%	-5
CC1(C)Cc2c(sc3c2c(=N)n(Cc2ccco2)c(=O)n3CC(=O)Nc2ccc(Cl)cc2)CO1	-16%	0%	18%	i	-8%	0%	-2%	?	-80*
O=C(CCNC(=O)c1ccc(Cl)cc1)Nc1ccc(S(=O)(=O)N2CCOCC2)cc1	1%	-4%	16%	i	-3%	-1%	-11%	-3%	16
Cc1csc(Nc2ccccc2C(F)(F)F)n1	27%	2%	9%	?	-11%	-9%	-6%	-6%	32
Cc1cc(C)c2nc(N3CCCC(C(=O)N4CCN(c5ncccn5)CC4)C3)sc2c1 (centres undefined)	?	10µM*	15µM*	i	3%	?	14%	4%	?
COc1ccccc1N1CCN(Cc2nc(-c3cc(OC)c(OC)c(OC)c3)no2)CC1	0%	4%	·	i	·	-20%	·	·	·
O=C1NC(c2cccnc2)C(C(=O)c2cccs2)C(O)(C(F)(F)F)N1 (centres undefined)	-4%	0%	-2%	i	1%	-4%	-1%	1%	9
CC1CCc2nc(NC(=O)c3cc(C(C)(C)C)nn3C)sc2C1 (centres undefined)	·	?	?	i	-1%	-27%	11%	2%	-17

Following part
SMILES	ATXN2 expr inh	KB-V1 cytotox	MCF10A rereplic	S2 tox	HT1080-NT tox	KB-3-1 tox	SW480 rerep	HT1080 IDH1KD tx	IL1B secr inh
CCCS(=O)(=O)N1CCCC(C(=O)NCCN2CCCCC2C)C1 (centres undefined)	-4%	8%	3%	i	15%	0%	-2%[9.22 µM]	8%	28
Clc1ccc(-n2nnnc2-c2cnc3ccccc3c2-c2ccccc2)cc1	-37%	16µM*	-4%	i	?	-12%	-8%	?	?
Cn1c(=O)n(C)c2cc(CN3C(=O)OC(C)(C)C3(C)O)ccc21 (centres undefined)	9%	2%	0%	i	6%	17%	0%	4%	23
O=C1c2ccccc2C(=O)c2c1cccc2-n1nnc2ccccc21	-16%	-8%	0%	i	7%	1%	-50%	4%	19
COC(=O)C1=C(C(=O)OC)[C@@H]2N(C)c3ccccc3[C@@]23C[C@@H](C(=O)OC)N(C(=O)c2ccco2)C3=N1	-11%	-3%	25%	i	10%	10%	-1%	11%	42
CCOc1ccc(C(CC(=O)O)N2Cc3ccccc3C2=O)cc1OC (centres undefined)	-2%	20%	·	i	·	2%	·	·	·
COc1ccc(-c2nc3ccccc3c(=O)n2CCN2CCOCC2)cc1	2%	-19%	-11%	i	3%	13%	-17%	0%	2
O=C1c2ccccc2[C@@H]2C[C@@H](O)[C@H](Nc3cccc(Cl)n3)CCN12	12%	0%	1%	i	4%	0%	-4%	7%	7
COc1ccc(O)c(C(=O)c2cc(SCC(=O)O)c3nc4sc5c(c4c(=O)n3c2)CCCC5)c1	17%	0%	0%	i	-17%	9%	6%	-3%	2
Cn1cc(CNCc2cn(C)nc2-c2ccc(C3CCCCC3)cc2)cn1	?	-20%	?	i	?	?	?	?	-71*
Cn1c(=O)n(C)c2cc(C(=O)c3ccccc3)ccc21	6%	-5%	-1%	i	-2%	-12%	-6%	-22%	-12
COc1ccccc1OCC(=O)N(Cc1nc(-c2ccc(Cl)cc2)no1)C(C)C	-21%	?	5%	i	0%	-25%	-13%	-2%	-26

The list continues:
SMILES	ATXN2 expr inh	KB-V1 cytotox	MCF10A rereplic	S2 tox	HT1080-NT tox	KB-3-1 tox	SW480 rerep	HT1080 IDH1KD tx	IL1B secr inh
O=[N+]([O-])c1ccc(S(=O)(=O)NCCS(=O)(=O)N2CCN(c3ccccc3)CC2)cc1	-8%	-9%	-10%	i	-9%	2%	-15%	-4%	37
NC(=O)OCC(O)COc1ccc(Cl)cc1 (centres undefined)	9%	13%	1%	i	18%	0%	-5%	0%	26
COc1ccc(Cl)cc1NC(=O)CN1CCc2ccccc21	-3%	?	6%	i	-11%	-5%	-18%	-10%	0
O=C(O)c1ccccc1C(=O)Nc1ccc(-n2nccc2C(F)(F)F)cc1	·	12%	10%	i	25%	4%	-12%	8%	0
Cc1ccc(-c2ccc(/C=C3/NC(=O)NC3=O)o2)cc1[N+](=O)[O-]	-11%	-8%	?	i	-10%	7%	0%	-14%	-8
Nc1c(Br)cc(Br)cc1CNC1CCC(O)CC1 (centres undefined)	-2%&-1%	-19%&-12%	-1%	i	-13%&6%	0%&0%	6%	-23%&-11%	-23&-25
Cc1noc(C)c1CSc1nc2ccccc2s1	14%	-14%	27%	i	1%	0%	-3%	-1%	-1
CC(C)n1c(=S)[nH]c2cc(Cl)ccc21	·	?	0%	i	-10%	-4%	-6%	-5%	19
O=C1N(c2ccc(Cl)c(Cl)c2)CN(Cc2ccccc2)CN1n1cnnc1	-19%	2%	7%	i	-1%	-5%	-1%	-5%	-7
